PAFAH1B3 inh: PAFAH1B3 enzyme inhibitors, primary screen, biochemical, fluorescence polarization, human; Platelet-activating factor acetylhydrolase IB subunit alpha1 (Homo sapiens), Q15102; recombinant PAFAH1B3, FP-rhodamine probe; inhibition, % at 3.39 µM; hit rate 0.28% among 340,000; AID 492972, 2010;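 active = inhibition above the screen-wide average of all tested compounds plus 3 SD, cut at about 25% in these data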;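 also: 0% = enzyme with DMSO only and 100% = wells lacking PAFAH1B3 protein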
Target sequence (Q15102 whole entry, looked up): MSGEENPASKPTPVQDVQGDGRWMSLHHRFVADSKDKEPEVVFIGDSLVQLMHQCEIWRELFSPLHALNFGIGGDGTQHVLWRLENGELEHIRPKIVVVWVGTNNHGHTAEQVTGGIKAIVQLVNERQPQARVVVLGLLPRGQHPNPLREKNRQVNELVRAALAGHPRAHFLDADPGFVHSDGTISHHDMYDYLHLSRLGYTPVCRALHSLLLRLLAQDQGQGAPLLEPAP
LYPLA1 inh: LYPLA1 inhibitors, primary screen, counter-screen for PME1 inhibitor project, biochemical, fluorescence polarization, FP-Rh probe ABPP | inhibition, % at 5.9 µM | Acyl-protein thioesterase 1 (Homo sapiens), O75608 | recombinant LYPLA1 | hit rate 0.16% among 320,000;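 active = inhibition above the mean of all tested compounds plus 3 SD, set per campaign, cut at about 14% in these data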;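 also: inhibitors block serine hydrolase probe labeling of LYPLA1 so polarization falls; 0% = enzyme with DMSO and 100% = wells lacking LYPLA1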
GSTO1 counter: inhibitors of recombinant GSTO1, primary screen, counter-screen for RBBP9 inhibitor project, biochemical, fluorescence polarization; activity-based probe fluorescence polarization; hit rate 1.1% among 300,000; Glutathione S-transferase omega-1 (Homo sapiens), P78417; inhibition, % at 5.96 µM; AID 1974, 2009;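 active = inhibition above the campaign mean inhibition plus 3 SD, cut at about 35% in these data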;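 also: 0% = GSTO1-1 with DMSO and 100% = wells lacking GSTO1-1 enzyme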
PAD4 inh: human PAD4 inhibitors, primary screen, biochemical, fluorescence polarization, 1536-well format | inhibition, % at 6.36 µM | hit rate 0.41% among 330,000 | Protein-arginine deiminase type-4 (Homo sapiens), Q9UM07 | recombinant PAD4, RCA probe fluorescence polarization;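 active = percent inhibition above a cutoff equal to the mean of all tested compounds plus 3 SD, cut at about 15% in these data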;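 also: 0% = PAD4 with RCA probe and DMSO and 100% = probe without PAD4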
pPAFAH FP inh: pPAFAH enzyme inhibitors, primary screen, biochemical, fluorescence polarization, human. AID 463082, 2010. inhibition, % at 3.39 µM. hit rate 1.5% among 330,000. recombinant pPAFAH, FP-rhodamine probe fluorescence polarization. Platelet-activating factor acetylhydrolase (Homo sapiens), Q13093;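 active = inhibition above the mean inhibition across the screen plus 3 SD, cut at about 25% in these data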;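 also: inhibitors block binding of the rhodamine activity-based probe so polarization drops; 0% = enzyme with DMSO and 100% = wells lacking pPAFAH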
PME-1 primary: PME-1 inhibitors via competitive probe labeling, primary screen, biochemical, fluorescence polarization, FP-Rh probe, HTS. Protein phosphatase methylesterase 1 (Homo sapiens), Q9Y570. recombinant PME-1. inhibition, % at 5.9 µM. hit rate 0.53% among 320,000. AID 2130, 2009;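 active = inhibition above the campaign mean of all compounds plus 3 SD, cut at about 26% in these data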;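 also: competitive labeling of PME-1 active site by serine hydrolase directed probe; 0% = PME-1 with DMSO and 100% = wells lacking PME-1 enzyme; inhibitors block probe labeling so polarization falls and inhibition rises; many of its hits are not listed in these tables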
Target sequence (Q9Y570 whole entry, looked up): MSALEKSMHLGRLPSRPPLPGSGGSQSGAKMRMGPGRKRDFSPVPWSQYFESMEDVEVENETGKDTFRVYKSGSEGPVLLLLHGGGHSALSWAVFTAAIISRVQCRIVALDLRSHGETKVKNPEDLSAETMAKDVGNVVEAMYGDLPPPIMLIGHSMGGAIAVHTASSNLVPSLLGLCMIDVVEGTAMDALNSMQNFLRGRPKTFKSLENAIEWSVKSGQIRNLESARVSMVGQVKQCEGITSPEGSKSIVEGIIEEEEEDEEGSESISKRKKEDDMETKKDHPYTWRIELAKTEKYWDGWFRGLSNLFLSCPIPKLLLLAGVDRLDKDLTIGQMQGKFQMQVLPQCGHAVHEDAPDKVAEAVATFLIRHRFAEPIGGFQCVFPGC
PAFAH2 FP inh: PAFAH2 enzyme inhibitors, primary screen, biochemical, fluorescence polarization, human; Platelet-activating factor acetylhydrolase 2, cytoplasmic (Homo sapiens), Q99487; recombinant PAFAH2, FP-rhodamine activity probe; inhibition, % at 3.39 µM; hit rate 0.99% among 340,000; AID 492956, 2010;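 active = inhibition above the mean over all tested compounds plus 3 SD, cut at about 30% in these data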;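 also: inhibitors block probe labeling of enzyme so polarization drops; 0% = enzyme with DMSO and 100% = wells lacking PAFAH2 protein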
PAFAH1B2 FP inh: PAFAH1B2 enzyme inhibitors, primary screen, biochemical, fluorescence polarization, human; Platelet-activating factor acetylhydrolase IB subunit alpha2 (Homo sapiens), P68402; recombinant PAFAH1B2, FP-rhodamine activity probe; inhibition, % at 3.39 µM; hit rate 1.2% among 340,000; AID 492953, 2010;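 active = inhibition above the mean of all tested compounds plus 3 SD, cut at about 24% in these data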;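 also: 0% = enzyme with DMSO and 100% = wells lacking PAFAH1B2; many of its hits are not listed in these tables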
Target sequence (P68402 whole entry, looked up): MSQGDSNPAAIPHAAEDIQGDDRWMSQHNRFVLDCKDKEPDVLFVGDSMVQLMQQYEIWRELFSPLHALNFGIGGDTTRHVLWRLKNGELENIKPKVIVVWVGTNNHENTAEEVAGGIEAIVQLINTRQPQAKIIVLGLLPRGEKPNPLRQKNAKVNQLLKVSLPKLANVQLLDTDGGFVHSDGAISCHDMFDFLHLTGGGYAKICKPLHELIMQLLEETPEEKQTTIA
Fam108B counter: mouse Fam108B serine hydrolase inhibitors, primary screen, counter-screen for RBBP9 inhibitor project, biochemical, fluorescence polarization; recombinant Fam108B, FP-Rh probe fluorescence polarization; inhibition, % at 9.51 µM; hit rate 0.33% among 300,000;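 active = inhibition above the screen mean inhibition plus 3 SD, computed separately per campaign, cut at about 18% in these data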;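 also: inhibitors lower polarization as less probe binds the enzyme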
* = called active by the depositor; x = not tested or not shown. A portion of the library; count on the stated rates, not on these rows.

SMILES	PAFAH1B3 inh	LYPLA1 inh	GSTO1 counter	PAD4 inh	pPAFAH FP inh	PME-1 primary	PAFAH2 FP inh	PAFAH1B2 FP inh	Fam108B counter
Cc1c(Cl)cccc1NC(=O)CC1Oc2ccccc2NC1=O (stereo not drawn)	1.0	2.2	1.3	2.1	5.3	-2.1	0.7	2.6	-3.9
O=C(CCCN1C(=O)/C(=C\c2ccco2)SC1=S)Nc1ccc2ccccc2c1	-4.5	-13.1	-9.1	-16.6	28.4*	6.6	-13.2	-6.8	-9.3
COc1ccccc1C(=O)NC(=O)CSc1nnc(C)s1	-1.1	-4.8	1.0	0.1	2.0	0.1	-7.2	5.3	1.6
CC1(C)OC(=O)C(=Cc2ccc(-c3ccc(Cl)c(C(=O)O)c3)o2)C(=O)O1	10.4	1.1	11.2	-2.1	9.2	-0.5	8.5	4.2	1.9
CCCC(CCC)=NNC(=O)c1ccccc1F	-1.2	1.1	9.5	-1.4	1.4	-2.5	-2.5	3.7	2.9
CC(=O)NC1C(=O)N=C(SCC(=O)Nc2c(C)cccc2C)NC1=O (stereo not drawn)	5.4	2.4	-2.3	-0.8	-1.1	-0.3	4.3	3.1	-0.8
Cc1oc2nc(SCC(=O)NCCCO)nc(N)c2c1C	6.2	-2.0	-0.6	-3.7	4.9	-2.0	-4.7	1.3	-1.3
COc1cc(OC)cc(-c2c(-c3cccs3)c3cc(-c4ccc(OC)c(OC)c4)ccc3n2C)c1	4.6	-0.8	x	-1.6	7.6	-2.4	-2.1	-4.3	x
O=C(Nc1ccc(F)cc1)C1CC(=O)n2c(nc3ccccc32)N1 (stereo not drawn)	3.5	-2.7	-3.2	-9.5	2.8	-12.5	-6.6	4.6	-4.9
Cc1ccc(C(=O)N2CCCC2)cc1S(=O)(=O)N1CCOCC1	5.4	2.1	3.4	-2.4	7.0	4.8	0.9	1.6	3.6
CCOc1ccc(-c2nc(CSCC(=O)NCCN3CCOCC3)c(C)o2)cc1	8.3	0.7	-3.9	-0.9	-3.5	2.6	-0.9	3.7	2.1
Cc1c(Br)c(C(N)=O)nn1C	-1.0	0.5	-2.1	-5.4	1.6	4.8	-9.6	1.3	-0.6
CC(C)Sc1nc2ccccc2n1CC(=O)O	3.4	3.7	1.9	-0.1	0.7	-0.6	-6.2	4.0	8.4
Cc1nn(Cc2ccccc2Cl)c2sc(C(=O)OC3CCCC3=O)cc12 (stereo not drawn)	-1.0	-1.0	1.4	2.6	8.4	0.0	3.3	2.6	0.5
O=C1N(Cc2cccnc2)C[C@@H]2C[C@@H](c3ccc4nonc4c3)N3CCC[C@@]123	4.0	2.7	5.9	-2.7	3.7	-0.1	-2.3	6.3	1.4
CCN1C=C(C(=O)OC)C(c2cccc(C)c2)C(C(=O)OC)=C1	2.9	3.6	-4.7	-8.6	-5.4	-2.5	0.6	3.7	0.8
O=C(NCc1ccco1)c1ccc(COc2cccc3ccccc23)cc1	-10.6	-8.9	-2.7	2.3	0.3	-7.3	-18.1	-4.9	-1.3
COc1cccc(C(=O)Nc2ccc(NC(=O)C3C4C=CC(C4)C3C(=O)O)cc2)c1 (stereo not drawn)	0.8	1.4	-1.9	-5.2	-3.5	-1.6	-2.3	1.3	2.2
COc1ccc(C(CNC(=O)C2CC(=O)N(Cc3ccccc3)C2)N2CCCC2)cc1 (stereo not drawn)	5.2	4.6	x	1.0	-1.1	2.1	-2.3	3.1	x
CC(C)(C)C1CCC(OCC(O)CN2CCN(c3ccccn3)CC2)CC1 (stereo not drawn)	2.2	0.2	-1.4	1.4	2.8	0.2	5.0	3.1	0.1
Cc1cc(C)cc(NC(=O)C2C3C=CC4(O3)C2C(=O)N(CCCN2CCCCC2)C4C(=O)NC2CCCCC2)c1 (stereo not drawn)	0.9	-1.3	0.4	-7.5	2.5	-2.0	-2.5	3.9	-2.8
CCOC(=O)C1=C(C)Nc2ccccc2N=C1NC(=O)CCCN1C(=O)c2ccccc2C1=O	10.5	1.0	-2.1	-1.3	-7.3	2.4	3.9	2.2	3.3
CC(=O)Nc1ccc(OC(=O)Cc2ccc(Cl)cc2)cc1	6.6	-0.9	5.9	-3.7	11.5	7.3	-10.0	17.4	-4.8
Cc1ccc2nc(N3C(=O)C(O)=C(C(=O)c4ccc(C)o4)C3c3ccc(O)cc3)sc2c1 (stereo not drawn)	8.8	-8.5	x	-4.2	10.1	-5.3	2.4	-0.6	x
CCCCc1cc(=O)oc2cc(OCC(=O)N3CCC(C(N)=O)CC3)ccc12	8.9	2.7	-3.8	0.0	4.7	-0.6	6.7	5.9	1.4
Cc1cccc(NC(=O)C(C)OC(=O)c2ccccc2NS(=O)(=O)c2cc(C)c(C)c([N+](=O)[O-])c2)c1 (stereo not drawn)	-15.7	-23.8	-5.0	-5.1	-6.1	-20.2	-25.1	-5.9	-15.2
Cn1c(CO)cnc1S(=O)(=O)Cc1ccc([N+](=O)[O-])cc1	7.0	0.3	6.1	0.9	0.9	0.6	-1.2	3.4	-5.1
CC1=C(C(=O)Nc2cc(C(=O)NCCC(C)C)ccc2C)SCCO1	2.0	0.0	-4.5	-1.2	5.2	4.2	8.9	6.4	-5.3
CS(=O)(=O)N(CCc1ccccc1)CC(=O)NCc1ccccn1	-0.2	-2.5	9.4	-4.9	-1.8	-6.7	-1.8	4.8	5.4
CC(C)CN(C(=O)CSc1ncnc2sccc12)C1CCS(=O)(=O)C1 (stereo not drawn)	0.1	-0.9	x	3.8	-1.9	6.1	-0.7	-2.0	x
Cc1ccc(N2C(=O)C3C(C2=O)C(C(=O)c2ccc(Cl)cc2)N2CCCC32)cc1 (stereo not drawn)	8.4	-6.1	-0.7	-8.6	12.5	2.0	0.2	3.6	-5.0
Cc1cc(C)cc(NC(=O)CSc2nnc(-c3ccccc3)n2N)c1	-8.0	0.3	34.2	-5.5	-1.5	-5.8	-7.5	2.5	-3.2
CC(C)(C)N(Cc1ccccc1)C(=O)COC(=O)CN1C(=O)C2CC=CCC2C1=O (stereo not drawn)	7.7	-1.3	3.8	1.4	4.8	-4.1	-2.9	10.7	-4.7
O=C(NNC(=O)c1cc(S(=O)(=O)N2CCOCC2)c(Cl)cc1Cl)c1ccccc1F	4.5	x	x	-1.3	2.3	x	9.4	4.8	x
O=C(O)CC(NCc1ccco1)C(=O)OCCc1ccccc1 (stereo not drawn)	9.2	-1.6	2.7	-2.6	-1.1	-5.8	1.9	5.6	2.5
NC(CCCCc1ccccc1)c1cccc2ccccc12 (stereo not drawn)	x	3.4	9.0	4.3	0.6	-5.5	x	x	-2.0
Cc1nn(C)c(C)c1CN(C)C(=O)c1nn2c(c1Br)NC(c1cccs1)CC2C(F)(F)F (stereo not drawn)	10.3	0.0	2.9	0.6	7.1	1.5	4.1	5.7	4.2
CC(Oc1cccc2ccccc12)C(=O)N/N=C/c1cccnc1 (stereo not drawn)	7.0	5.2	-14.3	-1.6	0.0	7.6	-0.4	3.8	-2.1
CCCCS(=O)(=O)NC1=NCN(Cc2ccco2)CN1	7.4	-6.2	-5.0	-19.4	-7.8	-6.1	6.8	1.3	-4.4
CCn1c(=O)n(CC)c2cc(N3CCCC3)c(NC(=O)c3cccc(C)c3)cc21	3.6	0.9	-1.1	0.1	6.7	0.8	1.5	-1.7	7.8
C=CCn1c(SCC#N)nnc1-c1ccc2ncccc2c1	9.0	-0.7	-2.8	-2.2	7.1	3.0	-2.8	2.5	-0.5
COCCNC(=O)c1cccc(OC2CCN(Cc3ccc(OC(F)F)cc3)CC2)c1	-1.7	-1.2	-2.8	-6.5	8.1	-2.9	-1.3	-2.9	-0.1
CCN(C(=O)Cc1cccs1)c1nnc(-c2cccnc2)s1	5.9	1.4	1.2	-0.1	-7.2	-10.7	-1.6	2.1	2.8
COc1cccc(OCC(O)CN2CCN(c3ccccn3)CC2)c1 (stereo not drawn)	9.6	1.0	-2.7	-0.5	-3.6	-3.5	-8.6	-2.3	0.7
Cc1ccccc1C(=O)NC1CCN(Cc2nnnn2C2CCCC2)CC1	2.5	-1.0	-4.6	-9.5	0.1	-5.6	-2.6	-1.1	-1.6
CCOC(=O)CNC(=O)C(Cc1ccccc1)NS(=O)(=O)c1cccs1 (stereo not drawn)	1.6	-1.3	-1.5	2.5	5.5	-3.9	4.8	3.3	-2.0
CCCCNC(=S)Nc1ccc2nc3n(c(=O)c2c1)CCCCC3	15.5	-2.4	0.2	-2.2	-6.1	11.2	-5.7	7.3	5.2
O=C(Nc1ccc(Cl)cc1)N1CCOCC1	10.5	3.1	7.9	0.7	2.6	-1.9	0.3	2.5	-6.2
N#Cc1c(Nc2ccccc2)c(C=NCCN2CCOCC2)c[nH]c1=O	3.3	-3.2	-3.8	-4.0	29.0*	-0.6	-0.4	3.1	0.8
Cc1nnc(NC(=O)c2cccc(S(=O)(=O)N3CCc4ccccc43)c2)s1	1.4	0.8	-10.0	1.7	-1.1	0.4	6.0	5.2	-4.6
Cc1ccc(S(=O)(=O)NC(=O)Nc2ccccc2F)cc1	6.6	-5.6	6.0	6.4	-4.8	-2.8	2.3	3.4	-2.8
COc1ccccc1NC(NC(=O)c1ccco1)C(=O)c1ccccc1 (stereo not drawn)	-1.3	0.1	-3.4	2.8	9.3	6.6	4.6	-5.6	0.7
CCOC(=O)c1sc(=NC(=O)c2cccc(OC)c2)n(C)c1C	-7.6	-4.1	-6.2	-0.8	-4.0	-1.7	-5.3	-1.8	-3.8
COC(=O)c1ccc(N2CCOCC2)c(NC(=O)c2ccc3c(c2)OCCO3)c1	2.5	4.1	6.0	-2.5	2.3	-5.9	4.6	0.0	-1.2
COc1ccc(NC(=O)c2cc([N+](=O)[O-])ccc2O)cc1	4.8	-2.4	-12.3	-5.3	8.8	-12.8	1.7	2.4	-1.8
CC1SCC(=O)N(CC(=O)NCCc2ccccc2)C1=O (stereo not drawn)	0.9	-1.0	27.7	-1.2	3.5	0.3	-2.7	-1.9	-0.6
Cc1cc(NC(=O)c2cc3ncc(Br)cn3n2)no1	8.2	2.4	-6.8	0.7	1.6	-4.5	-5.2	1.8	6.9
Cc1cc(Cl)cc(C)c1OCCCCN1CCOCC1	4.4	-0.4	-1.2	-3.6	3.9	-1.8	4.0	4.4	0.8

Assay outcomes as filed in PubChem.
